# DDE Tn6 FP inh – inhibitors of Tn6 peptide binding to human fibrin DD(E) | P02675 | Fibrin DD(E) TRITC-Tn6 fluorescence polarization displacement | inhibition, % at 8.3 µM | 0.21% of 370,000 active | AID 720509;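 active means inhibition above a per-campaign cutoff: mean of compounds within control limits plus 3 SD, cut at about 15% in these data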;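 further: 0% = median of all compound wells on the plate and 100% = blocking peptide control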
# UHRF1 binding – human UHRF1 methylated DNA binding inhibitors | UHRF1 binding to methylated oligo, TR-FRET | inhibition, % at 4.4 µM | 0.75% of 370,000 active | AID 687016; in the data active means inhibition above about 21%;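 further: UHRF1 SRA domain binding a hemimethylated CpG hairpin DNA probe; 0% = median of test compound wells and 100% = reference inhibitor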
# NR1D1 modulator – Rev-erb alpha (human) modulation | Rev-erbα–FITC-DNA binding, fluorescence polarization, 90 min | activity, % at 10 µM | 0.79% of 370,000 active | AID 1259318;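 active means activity above about 14%, limit read from the data; passing the limit was not always enough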;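 further: 0% = DMSO wells with 35 nM protein and 100% = DMSO wells with 750 nM protein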
# Target sequence (P20393 whole entry, looked up): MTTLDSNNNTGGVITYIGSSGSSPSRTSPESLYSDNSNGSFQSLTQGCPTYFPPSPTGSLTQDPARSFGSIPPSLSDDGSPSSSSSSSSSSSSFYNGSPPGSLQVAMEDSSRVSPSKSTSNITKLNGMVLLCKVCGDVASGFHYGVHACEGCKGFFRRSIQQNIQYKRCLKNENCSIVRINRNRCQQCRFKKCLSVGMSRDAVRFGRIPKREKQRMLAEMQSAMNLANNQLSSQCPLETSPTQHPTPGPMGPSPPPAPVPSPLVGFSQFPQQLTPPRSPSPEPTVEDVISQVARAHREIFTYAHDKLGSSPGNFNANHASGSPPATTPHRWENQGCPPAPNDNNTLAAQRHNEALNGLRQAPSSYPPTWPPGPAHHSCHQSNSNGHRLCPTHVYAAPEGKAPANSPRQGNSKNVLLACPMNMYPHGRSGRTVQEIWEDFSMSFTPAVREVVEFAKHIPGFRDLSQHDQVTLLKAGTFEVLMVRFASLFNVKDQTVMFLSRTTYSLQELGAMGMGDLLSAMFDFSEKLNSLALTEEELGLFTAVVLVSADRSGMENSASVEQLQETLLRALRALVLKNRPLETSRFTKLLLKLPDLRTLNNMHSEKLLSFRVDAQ
# Tn7 DDE FP – inhibitors of Tn7 peptide binding to human fibrin DD(E). FP displacement of FITC-Tn7 peptide from fibrin DD(E); 0% = median of compound wells per plate. inhibition, % at 8.3 µM. 0.13% of 370,000 active. AID 720508;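 active means inhibition above the mean of compounds falling within the control limits plus 3 SD of them, cut at about 14% in these data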;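 further: 0% = plate median of compound wells and 100% = 10 µM Aha-Tn7 peptide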
#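 Test system: human clot-derived fibrin DD(E) complex / Quantity: 2 µM final DD(E) protein / Incubation: 10 min plus 3 h, room temperature / Measured by: fluorescence polarization / Benchmarks: high control of 10 µM Aha-Tn7 peptide / Replicates: singlicate testing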
# sPLA2-III inh – Blocks human group III sPLA2 activity | Q9NZ20 | QFRET BODIPY PC-A2 liposome hydrolysis, fluorescence | inhibition, % at 12.2 µM | 0.56% of 370,000 active | AID 743126;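 active means inhibition above mean plus 3 SD of compounds lying within the high and low control bounds, cut at about 19% in these data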;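 further: 0% = median of test compound wells and 100% = no enzyme DMSO wells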
# ASAP1 GAP inh – blocks human ASAP1-stimulated Arf1 GTP hydrolysis; GDP FP detection; 0.19% of 360,000 active; AID 624377; inhibition, % at 16.5 µM; in the data active means inhibition above about 25%;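 further: 0% = vehicle with enzyme and substrate and 100% = no enzyme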
# PLCb3 inh – PLC-beta3 (human) inhibition, primary screen; Q01970; Purified PLC-beta3, fluorogenic substrate, fluorescence; inhibition, % at 12.2 µM; 0.18% of 370,000 active; AID 720704; in the data active means inhibition above about 11%;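 further: 0% = median of compound wells on plate and 100% = full blocker control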
# proKLK7 act – activators of human kallikrein-7 zymogen | P49862 | purified proKLK7, EDANS-DABCYL substrate fluorescence; 100% is mature enzyme control, 0% vehicle | activation, % at 7 µM | 0.9% of 370,000 active | AID 652039;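 active means activation above the mean of all tested compounds plus 3 SD, computed per campaign excluding outliers beyond control limits, cut at about 13% in these data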
# Target sequence (P49862 whole entry, looked up): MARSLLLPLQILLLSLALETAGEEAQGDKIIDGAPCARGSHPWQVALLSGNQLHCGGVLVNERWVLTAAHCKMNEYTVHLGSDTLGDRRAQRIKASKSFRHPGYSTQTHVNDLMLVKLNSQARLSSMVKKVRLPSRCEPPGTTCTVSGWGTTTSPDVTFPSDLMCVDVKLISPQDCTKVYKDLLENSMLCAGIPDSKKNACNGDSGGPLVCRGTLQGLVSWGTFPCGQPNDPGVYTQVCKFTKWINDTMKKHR
# PLCg1 inh – PLC-gamma1 (human) inhibition, primary screen; P19174; purified PLC-gamma1, fluorogenic substrate, fluorescence; 0.84% of 370,000 active; inhibition, % at 12.2 µM; in the data active means inhibition above about 9.5%
# ARFGAP1 inh – inhibitors of rat ARFGAP1. inhibition, % at 16.5 µM. Q62848. 0.26% of 360,000 active. Arfgap1-stimulated ARF1 GTP hydrolysis, GDP FP detection;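 active means inhibition above a per-plate limit, mean inhibition of low control wells plus 3 SD, cut at about 25% in these data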;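 further: 0% = DMSO wells with enzyme and 100% = wells lacking Arfgap1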
# Target sequence (Q62848 1-136 limits assumed): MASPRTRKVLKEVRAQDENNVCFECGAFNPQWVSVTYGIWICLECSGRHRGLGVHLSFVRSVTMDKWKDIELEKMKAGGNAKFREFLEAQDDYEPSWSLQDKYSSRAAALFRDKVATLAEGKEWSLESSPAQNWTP
#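 Assay system: Rat Arfgap1 GAP domain (His6, aa 1-136), purified enzyme | Buffer or medium: HEPES 25 mM pH 7.5, NaCl 150 mM, MgCl2, DTT | Schedule: GTP hydrolysis reaction 2 h at 25 °C | Signal: FP of antibody-bound GDP Alexa 633 tracer, ex 620/em 688 nm | Measure: Percent inhibition of Arfgap1-stimulated GTP hydrolysis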
# Numbers without * were called inactive.
SMILES,DDE Tn6 FP inh,UHRF1 binding,NR1D1 modulator,Tn7 DDE FP,sPLA2-III inh,ASAP1 GAP inh,PLCb3 inh,proKLK7 act,PLCg1 inh,ARFGAP1 inh
Cc1cccc(NC(=O)CNC(=O)C(NC(=O)Cc2ccccc2)C(C)C)c1C (stereo unspecified),-6,0,7,0,-4,-6,-7,-0.2,-3,-3
CN(Cc1ccccc1)C(=O)c1cccc(NC(=O)Cc2ccc(NC(=O)C3CCCN(C(=O)C4CCCC4)C3)cc2)c1 (stereo unspecified),2,-1,-2,-6,-28,5,0,0.2,-1,13
CN(Cc1ccccc1)C(=O)c1ccc(NC(=O)Cc2ccc(NC(=O)C3CCCN(C(=O)c4ccccc4)C3)cc2)cc1 (stereo unspecified),-1,-1,1,3,-23,-7,0,0.5,-3,6
O=C(Nc1ccc2c(c1)OCCO2)C(c1ccnc2ccccc12)N1CCN(C/C=C/c2ccccc2)CC1 (stereo unspecified),-6,18,9,4,-34,-10,0,0.4,2,-9
N#Cc1ccccc1CSc1nc(N)cc(N)n1,-3,3,4,-6,5,0,-2,-0.1,6,-1
C[C@H]1CN([C@@H](C)CO)C(=O)CCCn2cc(nn2)CO[C@@H]1CN(C)C(=O)C1CC1,2,0,2,-3,2,4,-2,-0.4,-1,4
O=C(CNC(=O)Cc1ccccc1)NCC(=O)OCC(=O)c1ccccc1Cl,8,0,0,-6,-5,8,-2,-0.1,2,0
COc1nc2ccccc2nc1N1CCN(Cc2ccc3c(c2)OCO3)CC1,3,4,-3,2,-1,-8,-20,0.6,-13,0
COC(=O)[C@]12C[C@H](CC(=O)NCc3ccc(C)o3)C(=O)N(CCC3=CCCCC3)C1=C[C@H](COCc1ccccc1)O[C@@H]2C,7,0,-5,-4,-16,6,-1,0.4,-1,-1
COc1ccc2c(C)cc(=O)oc2c1OCC(O)CN1CCOCC1 (stereo unspecified),-2,-2,2,-2,-5,-9,-356,15*,-238,0
CCOCCCNC(=O)CCS(=O)(=O)Cc1ccc(C)cc1,-2,0,0,-6,-8,2,1,0.4,2,24
O=C(CSc1n[nH]c(=O)n1C1CC1)Nc1cc(Cl)ccc1Oc1ccccc1,-2,-2,4,-6,-13,-10,3,-0.5,2,6
COC(=O)CNC(=O)C12CC3(C)CC(C)(CC(C)(C3)C1)C2,-4,0,2,6,6,3,3,0.2,1,-5
CC(C)CN(CC(C)C)S(=O)(=O)N1CCC(C(=O)NCCN2CCOCC2)CC1,1,-2,-1,1,2,5,2,0.1,0,0
C=CCC[C@@H](Cc1ccc(F)cc1)C(=O)OC[C@H](Cc1c[nH]c2ccccc12)NC(=O)[C@@H](CC=C)CC(=O)NCCO,1,2,-3,-1,-89,7,-3,1.3,9,9
O=C(NCCOc1ccccc1)c1cccc(S(=O)(=O)NCc2ccccc2)c1,-6,1,4,3,-20,4,-2,0.0,5,-9
O=C(Nc1nnc(SCc2ccc(F)cc2)s1)c1ccc2c(c1)C(=O)N(c1ccccc1Cl)C2=O,-1,-4,11,2,-5,-4,0,-0.7,1,-3
COc1ccc(S(=O)(=O)N(C)c2ccc(C(=O)N3CCC(C(N)=O)CC3)cc2)cc1,10,0,-8,-6,0,-7,5,-0.8,2,-4
c1ccc(COc2ccc(-c3cc4nc(NCCOc5ccccc5)ccn4n3)cc2)cc1,-1,-2,3,0,-11,12,-55,-13,-32,3
CSc1nc(N(C)C)nc(N2CC(=O)N(CCNS(=O)(=O)c3ccc(C)cc3)C2=N)n1,3,5,0,-6,2,22,2,0.2,7,8
O=C(NCCN=C1NS(=O)(=O)c2ccccc21)c1ccncc1,1,-3,-3,9,1,-10,2,-0.2,2,-6
Cc1nc(NS(=O)(=O)c2ccccc2)sc1C(=O)N/N=C/c1ccccc1,-4,-2,1,-3,-11,6,-27,0.1,-19,5
O=C(c1ccc(Cl)s1)N1CCN(S(=O)(=O)c2ccc(Cl)cc2)CC1,-8,1,2,-1,7,6,-3,0.4,-1,-1
CC(=O)c1cc(CN2CCN(Cc3ccccc3)C(CCO)C2)cs1 (stereo unspecified),-5,1,-2,-1,2,-7,-5,0.1,1,7
COC(=O)C1=C(C)N(Cc2ccc(C(F)(F)F)cc2)C(=NCc2ccccc2C(F)(F)F)NC1c1ccc(F)cc1 (stereo unspecified),-3,-1,9,-2,-7,5,0,-0.6,-2,7
CC(C)(C)C(=O)Cn1ncc(N2CCOCC2)c(Cl)c1=O,-3,-2,-1,-4,0,-10,1,0.5,7,-6
CN1CCC(N(C)C(=O)COc2ccc(S(=O)(=O)N3CCOCC3)cc2)CC1,1,5,3,-1,10,2,-6,-0.4,3,14
Cc1cc(CNC(=O)C2CCC(=O)N(CCc3cccc(F)c3)C2)nn1C (stereo unspecified),-9,-2,-1,3,7,10,-3,0.0,-1,-3
Cc1cc2oc(=O)c(CC(=O)NCCCO)c(C)c2c2occ(C(C)(C)C)c12,4,0,3,-5,-8,-7,-152,-12,-117,1
COc1ccc(-c2cn(Cc3ccc4ccccc4c3)nn2)cc1,-3,2,-8,-8,0,10,1,-0.3,-1,2
COc1cccc(NC(=O)CCS(=O)(=O)c2ccc(Br)cc2)c1,2,2,0,-2,8,-3,-1,-0.3,2,8
Cc1ccc2occ(-c3nn[nH]n3)c(=O)c2c1,3,1,-3,-7,1,-4,-1,-0.7,1,9
COCCNC(=O)C1(C)CCN(C(=O)c2cccnc2Oc2ccccc2)C1 (stereo unspecified),-8,0,2,-4,0,-4,3,0.0,3,5
CCS(=O)(=O)N1CCN(C(=O)c2cc(OC)cc(OC)c2)CC1,5,-1,2,-1,4,-6,3,0.0,9,-1
O=C(NCCc1ccccc1)c1nc(CS(=O)(=O)c2ccc(Cl)cc2)no1,8,0,-2,-1,-39,9,-1,0.5,-1,2
Cc1cc(=O)oc2c(C)c(OC(C)C(=O)NCC3CCC(C(=O)O)CC3)ccc12 (stereo unspecified),-9,2,0,5,15,7,-4,0.3,1,12
CC1(C)CC(=O)/C(=C(\O)c2ccccc2)C(=NCCc2ccccc2)C1,-6,-3,-2,-3,-3,8,5,-0.5,5,2
CCOC(=O)c1cc2[nH]c3ccccc3c2[n+](-c2ccc([N+](=O)[O-])cc2)c1C,7,-5,-3,2,5,-10,3,0.3,1,5
CCC(=O)c1ccc(OCC(=O)Nc2nn3cnnc3s2)cc1,-3,-3,-1,3,2,0,1,0.2,-2,0
Cc1nc(SCC(=O)N2CCOCC2)c2c(=O)n(C)c(=O)n(C)c2n1,0,7,5,5,21*,4,-6,-0.1,2,5
COc1cc(-c2[nH]ncc2CN2CCSCC2)cc(OC)c1OC,-1,-3,-2,-6,-2,-9,-5,0.3,1,6
O=C(COC(=O)C1CCC1)Nc1ncc(Cl)cc1Cl,-1,1,-1,-8,8,17,-16,-0.2,-3,7
CC(C)=CCOc1ccc2ccc(=O)oc2c1,-2,1,2,-8,-3,-1,-52,4.2,-35,-6
COC(=O)c1c(NC(=O)CCC(=O)O)sc(Cc2ccccc2)c1C,-3,-4,-4,5,-10,10,-13,-0.3,-1,-9
COCCCNC(=S)NC(=O)c1ccc(C)cc1,-3,-1,-8,-12,-1,-5,8,0.3,6,-7

# Reformatted as labelled records: part of the list above
> COc1cc(-c2[nH]ncc2CN2CCSCC2)cc(OC)c1OC
  DDE Tn6 FP inh: -1 | UHRF1 binding: -3 | NR1D1 modulator: -2 | Tn7 DDE FP: -6 | sPLA2-III inh: -2 | ASAP1 GAP inh: -9 | PLCb3 inh: -5 | proKLK7 act: 0.3 | PLCg1 inh: 1 | ARFGAP1 inh: 6
> O=C(COC(=O)C1CCC1)Nc1ncc(Cl)cc1Cl
  DDE Tn6 FP inh: -1 | UHRF1 binding: 1 | NR1D1 modulator: -1 | Tn7 DDE FP: -8 | sPLA2-III inh: 8 | ASAP1 GAP inh: 17 | PLCb3 inh: -16 | proKLK7 act: -0.2 | PLCg1 inh: -3 | ARFGAP1 inh: 7
> CC(C)=CCOc1ccc2ccc(=O)oc2c1
  DDE Tn6 FP inh: -2 | UHRF1 binding: 1 | NR1D1 modulator: 2 | Tn7 DDE FP: -8 | sPLA2-III inh: -3 | ASAP1 GAP inh: -1 | PLCb3 inh: -52 | proKLK7 act: 4.2 | PLCg1 inh: -35 | ARFGAP1 inh: -6

# The list goes on:
SMILES,DDE Tn6 FP inh,UHRF1 binding,NR1D1 modulator,Tn7 DDE FP,sPLA2-III inh,ASAP1 GAP inh,PLCb3 inh,proKLK7 act,PLCg1 inh,ARFGAP1 inh
c1ccc(Oc2ncnc3sccc23)cc1,1,0,0,-2,0,16,-8,0.4,1,-2
COc1cccc(-c2nc(-c3cccc(C)c3)nc3cc(Cl)ccc23)c1,-2,2,-1,-4,5,-2,4,0.4,5,-1
O=c1ccc(NS(=O)(=O)c2ccc(Cl)cc2)cn1Cc1ccc(Cl)c(Cl)c1,-5,-2,-4,5,-50,-3,-51,0.1,-40,-12
Nc1nc2ccc(O)cc2s1,1,-1,-6,10,7,2,5,-0.2,5,4
O=C(NC1CCCCC1)C1c2ccccc2OCC(=O)N1CCCN1CCOCC1 (stereo unspecified),5,-2,-6,7,3,5,-5,0.1,-4,9
CCOC(=O)C1C(=O)OC(C)(C)C1C(C)C(=O)c1ccc(OC)cc1 (stereo unspecified),-10,4,-1,3,7,12,2,0.1,1,-3
CS(=O)(=O)c1ccc(Nc2nc(C(N)CCc3ccccc3)cs2)cc1 (stereo unspecified),4,-1,3,-2,1,-16,-19,-0.3,-17,2
O=C(NCc1ccc2c(c1)OCO2)C(=O)NCC1OCCN1S(=O)(=O)c1ccc(F)cc1 (stereo unspecified),-4,0,-4,0,4,5,-3,-0.8,-1,1
COCCn1nnnc1C(C(C)C)N1CCOCC1 (stereo unspecified),4,-2,-5,-1,5,9,1,-1.2,2,2
Cc1ccc(CNC(=O)C2CC(c3ccccc3[N+](=O)[O-])=NO2)o1 (stereo unspecified),-2,-1,5,4,2,-9,-1,-0.5,0,-1
Cc1nn(CC(=O)NCCc2cccs2)c(=O)c2nn(-c3ccccc3)c(C)c12,7,0,-19,-3,4,5,-8,-0.4,-2,8
O=C(NCCCN1CCOCC1)c1cc2cc(Br)ccc2oc1=O,4,-6,4,12,1,3,-2,0.6,-3,7
Cc1ccc(NC(=O)Nc2cc(S(=O)(=O)N(C)C)ccc2C)cc1,0,0,2,-5,-19,-1,-4,-0.4,1,13
COC(=O)c1ccc(C(=O)OC)c(NC(=S)N2CCCCC2)c1,4,1,3,-2,0,6,-330,-1.9,-291,11
COc1ccc(C2=Nc3ccccc3NC(=O)C2N(CCc2cc(OC)cc(OC)c2)C(C)=O)cc1 (stereo unspecified),-4,-2,0,4,-4,-1,-18,0.3,-8,2
CCN(CC)S(=O)(=O)c1ccc(Cl)c(C(=O)Nc2nnc(C)s2)c1,3,-3,-9,0,-5,2,-4,-0.1,1,-3
Brc1cccc(CNc2nc3ccccc3n2CCN2CCOCC2)c1,-5,10,0,6,0,-3,-1,-0.1,0,10
CCOc1ccc(C(=O)N2CCN(c3cnn(-c4ccccc4)c(=O)c3Cl)CC2)cc1,-1,-1,5,2,-1,11,4,-0.3,3,-3
COc1ccccc1OC(C)C(=O)N1CCN(Cc2ccc3c(c2)OCO3)CC1 (stereo unspecified),-7,0,0,-5,-3,-3,-8,0.2,1,-2
